Bioassay records as filed in PubChem.
mcGAS MS inh: inhibitors of Mus musculus cyclic GMP-AMP synthase, initial high-throughput assay, cell-free, RapidFire MS. recombinant mouse cGAS, cGAMP by RapidFire MS. AID 1259397, 2018. hit rate 0.18% among 130,000. inhibition, % at 12.5 µM;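 active = inhibition of cGAS enzyme activity at or above 60%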;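 note: enzyme stimulated by 45 bp dsDNA with ATP and GTP substrates; cGAMP share of summed cGAMP plus half ATP and half GTP signals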
Target sequence (Q8C6L5 whole entry, looked up): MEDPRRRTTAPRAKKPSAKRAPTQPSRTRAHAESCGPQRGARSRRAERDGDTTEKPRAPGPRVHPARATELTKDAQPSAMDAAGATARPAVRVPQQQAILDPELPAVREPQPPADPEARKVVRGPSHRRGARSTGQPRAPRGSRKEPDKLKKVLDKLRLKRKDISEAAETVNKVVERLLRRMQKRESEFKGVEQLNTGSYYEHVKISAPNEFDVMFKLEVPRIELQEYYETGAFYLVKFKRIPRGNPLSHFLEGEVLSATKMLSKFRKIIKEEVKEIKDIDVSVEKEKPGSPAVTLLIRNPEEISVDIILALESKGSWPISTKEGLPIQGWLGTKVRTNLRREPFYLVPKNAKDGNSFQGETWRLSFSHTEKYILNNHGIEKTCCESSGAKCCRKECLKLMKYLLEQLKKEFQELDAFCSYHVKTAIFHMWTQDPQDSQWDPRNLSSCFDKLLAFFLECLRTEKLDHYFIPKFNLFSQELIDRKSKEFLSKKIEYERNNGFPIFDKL
* hit, by the source's call; & = joins results of further samples. A portion of the library. The share of hits here may be higher or lower than overall.

item	SMILES	mcGAS MS inh
1	CCC(C)NS(=O)(=O)c1cc(C(=O)OC)sc1Br (stereo not drawn)	-4.7
2	Cc1cc(Br)ccc1NC(=O)CN(C)C(=O)CCNC(=O)c1ccccc1	-9.6
3	COc1ccccc1C(C)NCc1ccc(N(C)CCC#N)cc1 (stereo not drawn)	-4.2
4	CCCCOc1ccc(C2=N/C(=C\C=C\c3ccccc3OC)C(=O)O2)cc1	-6.9
5	CCCCCC(=O)NN=Cc1ccc([N+](=O)[O-])cc1	-12.6
6	CCC1(c2ccccc2)NC(=O)N(CC(=O)N2CCCCCCC2)C1=O (stereo not drawn)	-0.2
7	O=C(CCC1CCCC1)N1CCC(N2CCC(C(=O)N3CCOCC3)CC2)CC1	-1.9
8	CN=c1scc(-c2ccccc2)n1N=Cc1cccc(Br)c1	3.6
9	Cc1ccc(-c2ccsc2C(=O)N2CCC(C(N)=O)CC2)cc1	-1.7
10	Cc1c(NC(=O)C(C)(C)c2ccccc2)cccc1C(=O)N1CCOCC1	-16.2
11	Cn1nc(-c2ccccn2)c2c1NC(=O)CC2Cn1c(=O)oc2ccccc21 (stereo not drawn)	-17.0
12	CC(NC(=O)c1cccn1Cc1ccccc1)C1CCCO1 (stereo not drawn)	-19.8
13	Cc1nn(C)cc1NC(=O)Nc1ccccc1OC(F)(F)F	-10.6
14	O=c1oc2ccccc2n1CN1CCC(c2nc3ccccc3o2)CC1	-1.1
15	CN1CC(C(=O)NN)CC1=O (stereo not drawn)	0.6
16	CC1CCCC(NC(=O)CNC(=O)NCc2ccccc2)C1C (stereo not drawn)	1.4
17	CCC1(C)Oc2ccccc2C2CC(c3ccccc3)=NN21 (stereo not drawn)	-12.7
18	COc1nn2ccsc2c1C(=O)NCc1nc2ccccc2s1	-3.6
19	COc1ccccc1C(=O)CN1C(=O)C(C)ON=C1c1cnccn1 (stereo not drawn)	-12.0
20	COc1cc(OC)cc(C2=NC(C)(C)CO2)c1	-21.5
21	O=C(NC1CCCC1)c1cc(F)ccc1-n1ccnc1	-5.5
22	CN(C)c1c(N)n(C)c(=O)n(CC(=O)Nc2cccc3nsnc23)c1=O	7.0
23	CN(Cc1cc(-c2ccccc2)on1)Cc1ncccc1C(=O)O	-21.0
24	CN(C)CCN(C)C(=O)c1cc2occc2n1CC1CCCCO1 (stereo not drawn)	2.0
25	Cc1cc(C(=O)NCC2CCOC2)cc(C)c1OC(F)F (stereo not drawn)	16.3
26	O=C(Nc1ccccc1)C1CCCN1Cc1cccc(F)c1F (stereo not drawn)	-15.7
27	O=C(Nc1nccs1)C1CCCN(C(=O)C2CCCc3ccccc32)C1 (stereo not drawn)	-0.9
28	CN(Cc1cc(C(C)(C)C)n[nH]1)C(=O)c1c[nH]c2c(F)cccc2c1=O	-2.2
29	CCNc1ncnc2c1oc1ccccc12	-8.0
30	Cc1ccc(CN(C)CC(=O)Nc2sccc2C#N)cc1	-2.0

Sorted by value in mcGAS MS inh (falling): some entries from above
item	SMILES	mcGAS MS inh
22	CN(C)c1c(N)n(C)c(=O)n(CC(=O)Nc2cccc3nsnc23)c1=O	7.0
24	CN(C)CCN(C)C(=O)c1cc2occc2n1CC1CCCCO1 (stereo not drawn)	2.0
11	Cn1nc(-c2ccccn2)c2c1NC(=O)CC2Cn1c(=O)oc2ccccc21 (stereo not drawn)	-17.0

Carrying on.
item	SMILES	mcGAS MS inh
31	Cc1cn(C(=O)CN2C(=O)c3ccccc3C2=O)c(C)n1	2.5
32	O=C1CC(C(=O)N2CCCn3nccc32)CN1c1ccc2c(c1)OCO2 (stereo not drawn)	-3.5
33	COc1ccccc1OCCNC(=O)Cn1c(-c2cccs2)n[nH]c1=S	2.4
34	Cc1cc2cc(C(=O)NCCSc3nnc(C)s3)ccc2o1	-24.2
35	CC1(C(=O)NS(=O)(=O)c2ccccc2C(F)(F)F)CCN1C(=O)C1CCCCC1 (stereo not drawn)	-5.9
36	CCn1ccc(C(=O)N=c2sc3cc(S(C)(=O)=O)ccc3n2CCSC)n1	7.9
37	CC(C)N(Cc1cnn(C)c1)S(=O)(=O)c1cccc(C(F)(F)F)c1	0.0
38	CC1CN(C(=O)c2ccc(S(=O)(=O)N3CCCCC3)cc2)CCO1 (stereo not drawn)	0.7
39	Cc1cc(C)c2c(CC(=O)N3CCOC(C(F)(F)F)C3)coc2c1C (stereo not drawn)	-11.5
40	COC[C@H](C)Nc1nc(CCN)nc2sc(C)c(C)c12	-11.0
41	COC(=O)c1cccnc1NCCc1ccccc1F	-8.5
42	O=C(CCl)Nc1ncc(Cc2ccc(Br)cc2)s1	-3.9
43	CC(C)NC(=O)N1CCC(n2nccc2NC(=O)Nc2cccc(F)c2)CC1	-15.6
44	O=C(Nc1cccc(Cl)c1)N1CCCC(OCc2ccc(C(F)(F)F)cc2)C1 (stereo not drawn)	-6.1
45	C=C1C(=O)O[C@@H]2/C=C(\C)CC/C=C(\C)CC[C@@H]12	0.1
46	O=S(=O)(Cc1ccc(F)cc1)NCc1ccccc1OC(F)F	-36.7
47	CCN(Cc1ccccc1)C(=O)CCN1CCCN(C)CC1	-10.5
48	Cn1c(SCC(=O)Nc2cc(=O)n(C)c(=O)n2C)nnc1C12CC3CC(CC(C3)C1)C2	-8.6
49	COc1ccccc1-c1ncc(C2NCCc3[nH]cnc32)cn1 (stereo not drawn)	-13.6
50	CCc1ccccc1Nc1nnc(Cc2ccccc2)c(=O)[nH]1	-2.5
51	Cc1cc(Sc2ncnc(N)c2[N+](=O)[O-])nc(C)n1	-6.8
52	OC(CN1CCCC1c1nc2ccccc2s1)c1ccccc1 (stereo not drawn)	-71.3
53	Cc1cc(NC(=O)CSc2nnc3n2CCCCC3)no1	0.1
54	Cc1nc(C(C)NC(=O)c2ncccc2OCC(F)(F)F)cs1 (stereo not drawn)	-3.7
55	O=C1NC2(CCCCC2)C(=O)N1CN1CCCC1c1cccs1 (stereo not drawn)	-10.4
56	CCc1cc(=O)n2nc(NC3CCN(CCOc4ccc(F)cc4)CC3)sc2n1	-6.7
57	Cc1nn(C)c(C)c1NC(=O)c1cc(C)n(C(C)C)c1C	-4.2&-2.9
58	C=C(C)Cn1c(=O)c2c(nc3n2CCN3c2ccc(OC)cc2)n(C)c1=O	-7.3
59	Cc1ccc2c(c1)N(Cc1ccccc1)C(=O)C(C)S2 (stereo not drawn)	-16.3
60	Cc1cc2cc(C(=O)NC(Cn3ccnc3)C(C)C)ccc2o1 (stereo not drawn)	-3.7
61	COc1ccccc1/C=C(\NC(=O)c1ccc(C)cc1)C(=O)Nc1ccccc1OC	-3.9
62	CC(NC(=O)NCC(=O)NC1CC1)c1csc2ccccc12 (stereo not drawn)	-11.1
63	CCN(CC)S(=O)(=O)c1c(C)nn(S(=O)(=O)c2ccc(C(C)(C)C)cc2)c1C	-1.9
64	CN(CCN1CCCCC1=O)c1nc(-c2ccccc2)nc2c1CCNC2	-22.0
65	COc1ccc(CN(C)c2cn[nH]c(=O)c2Cl)cc1F	16.8
66	CCn1cc(S(=O)(=O)NCc2ccc3[nH]c4c(c3c2)CCCC4)cn1	-22.9
67	CC(C)CCN1C(=O)CCc2cc(NC(=O)C3CCCCC3)ccc21	-7.2
68	N#CCCn1c(=S)[nH]c2ccccc21	-3.8
69	OCc1ccccc1CN1CCCC1	-4.2
70	CC(C)(C)C(=O)C(Oc1ccc(Cl)cc1)n1ccnc1 (stereo not drawn)	1.2
71	COc1cc(C=CC(=O)c2ccc3c(c2)OCCCO3)cc(Cl)c1OC	1.6
72	CCN(CC(=O)NC(C)C)S(=O)(=O)c1ccc(OC2CCCC2)c(C)c1	-7.7
73	CC1NCCN(c2ccc3c(c2)OCO3)C1=O (stereo not drawn)	-7.6
74	O=C(c1ccco1)N1CCC2(CCCN(Cc3cccc(F)c3F)C2)C1 (stereo not drawn)	-11.1
75	CC[C@@H]1Cn2c(c3nc(-c4ccccc4)nc-3n(C)c2=O)N1	-6.8
76	O=C(NC(c1ccccc1)c1cccs1)C1CCCO1 (stereo not drawn)	-5.2
77	CC12CN3CC(C)(CN(C1)C3c1ccc3c(c1)OCO3)C2 (stereo not drawn)	7.6
78	CC(C(=O)Oc1ccc(C2C3=C(Nc4[nH]c(=O)n(C)c(=O)c42)c2ccccc2C3=O)cc1)N1C(=O)c2ccccc2C1=O (stereo not drawn)	2.7
79	O=C1OC(c2ccccc2)=NC1=Cc1ccc2c(c1)OCCO2	-16.3
80	CCONC(=O)c1cn(-c2ccccc2)nc1-c1cccnc1	-0.6
81	CNC(=O)NC(=O)CSc1nc2sc3c(c2c(=O)n1C1CCCC1)CCCC3	0.1
82	C=c1occc1=C1NN=C(SC(C)C(=O)NC2CCCC2)O1 (stereo not drawn)	-12.3
83	CCOC(=O)C1(CCCc2ccccc2)CCN(C(=O)C2CC=CCC2)CC1 (stereo not drawn)	-1.8
84	COC(=O)COc1cccc(C(=O)NS(=O)(=O)c2ccc(F)c(F)c2)c1	-2.5
85	N#Cc1c(F)cccc1N1CCN(S(=O)(=O)c2cccs2)CC1	-4.7
86	CC1CCN(C(=O)COC(=O)C23CC4CC(CC(O)(C4)C2)C3)CC1	-3.8
87	O=C(O)c1snc(-c2ccccc2)c1NC(=O)C1CC1	-2.4
88	O=c1ccc(-c2ccc(F)cc2)nn1Cc1ccc(C(F)(F)F)cc1	-11.2
89	CN(C)S(=O)(=O)c1ccc(-c2nccc(CCC(F)(F)F)n2)cc1	-10.5
90	O=C(CCNC(=O)c1ccco1)Nc1nc2c(s1)CCCC2	2.8

Looked up above:
cpd 62 in mcGAS MS inh is entered as -11.1
cpd 59 in mcGAS MS inh is entered as -16.3
cpd 4 in mcGAS MS inh is entered as -6.9
cpd 81 in mcGAS MS inh is entered as 0.1

(continued)
item	SMILES	mcGAS MS inh
91	CCS(=O)(=O)c1ccccc1C(=O)Nc1ccc(C)c(Cl)c1	-9.0
92	CC(C(=O)N(C)CC(=O)Nc1ccccc1OC1CCCC1)n1cccn1 (stereo not drawn)	-1.6
93	CC1(C)CC(=O)C(C2C3=C(CC(C)(C)CC3=O)Oc3ccccc32)C(=O)C1 (stereo not drawn)	7.5
94	c1cnc(N2CCOCC2)c(CNCc2ccc(C3CCCCO3)o2)c1 (stereo not drawn)	-8.4
95	COc1cccc(-c2nn(C(C)(C)C)cc2CNCc2ccco2)c1	-63.0
96	CNc1cncc(-c2cccc(C(=O)N3CCOCC3)c2)n1	-3.8
97	CN1CCCC(CN)C1c1ccc(C(F)(F)F)cc1 (stereo not drawn)	-10.1
98	C=CCNS(=O)(=O)c1cc(Cl)ccc1Cl	-4.4
99	FC(F)(F)c1cccc(-c2noc(-c3cc(-c4ccccc4)c(C(F)(F)F)s3)n2)c1	-1.3
100	Cc1cc(O)c(C(c2ccccc2)N2CCN(C)CC2)c(=O)n1Cc1ccco1 (stereo not drawn)	-7.2
101	CN1CC(=O)N2C[C@@H](NC(=O)c3ccc4c(c3)CCC4)C[C@H]2C1=O	-12.1
102	Cc1cc(Br)ccc1NC(=O)CN(C)C(=O)CCn1c(=O)oc2ccccc21	-6.9
103	O=C1NC23CCCCC2C(c2ccccc2O3)C1C(=O)N1CCOCC1 (stereo not drawn)	-11.1
104	O=C(CCl)NC1=NC(=Nc2ccccc2F)c2ccccc21	9.5
105	CS(=O)(=O)NCC(O)Cn1c2ccccc2c2ccccc21 (stereo not drawn)	8.5
106	O=C(Nc1ccccc1)Nc1ccc(NC(=O)c2ccco2)cc1	-5.8
107	CC(C)(C)c1ccc2cc(C(=O)NCC3CCCO3)[nH]c2c1 (stereo not drawn)	-5.0
108	O=C(Nc1cc2c(cc1Cl)OCCO2)C1CCCCC1	-3.7
109	O=C(Cc1ccc(F)cc1)NNS(=O)(=O)c1ccc(Cl)cc1	-8.3
110	COc1ccc(C(=O)C2CCN(S(=O)(=O)c3ccc(Br)cc3)CC2)cc1	-0.2
111	O=C(O)C(F)(F)C(F)(F)C(F)F	-4.5
112	O=C1CCCc2c1[nH]c1ccc(-c3ccccc3CO)cc21	-30.3
113	CCOC(=O)c1nn(-c2ccccc2Cl)c(=O)cc1OS(=O)(=O)c1cccs1	-1.9
114	O=C(Cn1nnc(-c2ccc(F)cc2)n1)c1ccc2c(c1)OCO2	-11.6
115	CCN1CCCCC1C(=O)N1CCC(C(F)(F)F)(C(F)(F)F)C1 (stereo not drawn)	-14.3
116	Cc1ccsc1[C@@H]1CCN(C(=O)c2ccc(-c3ncc[nH]3)s2)C[C@H]1O	8.1
117	COc1ccc(Nc2nc(NCCCN(C)C)nc(N)c2[N+](=O)[O-])cc1	-8.6
118	O=C(c1cncc(N2C[C@@H]3[C@@H]4CC[C@@H](C4)[C@@H]3C2)n1)N1CCCC1	-35.7
119	CCC1CCCCN1C(=O)CN(C)CC1CCN(CC(C)O)CC1 (stereo not drawn)	13.0
120	COc1ccc(OCC(=O)NNC(=O)COc2cc(C)c(Cl)c(C)c2)cc1	0.1
121	Cc1nc(C)c(CN2CCCC(C(=O)Nc3ccc(-c4cscn4)cc3)C2)nc1C (stereo not drawn)	-7.1&-4.8
122	NC(=O)c1ccc(NC(=O)CN2CCC(Cn3cnc4ccccc43)CC2)cc1	2.0
123	COCCCn1ccc2c(cnc3nc(C)nn32)c1=O	-5.0
124	Cc1ccc(NC(=O)NC(=O)CN2CCN(S(=O)(=O)c3cccc(F)c3)CC2)c(C)c1	-12.6
125	CC1(C(=O)N2CCn3cncc3C2)CCCCO1 (stereo not drawn)	-16.4
126	CS(=O)(=O)N1CCc2cc(S(=O)(=O)N3CCN(Cc4ccc5c(c4)OCO5)CC3)ccc21	-24.2
127	COC(=O)Cn1c(=NC(=O)CN2C(=O)CCC2=O)sc2ccccc21	-8.6
128	Cc1c(C(=O)O)c(C(C)C)nc2cc3c(cc12)OCO3	4.0
129	O=C(Nc1ccc2c(c1)OCCO2)N1CCCC(c2nnc3ccccn23)C1 (stereo not drawn)	-4.4
130	N#Cc1ccc(CN2CCCN(C(=O)C3CCCCN3Cc3ccc(F)cc3)CC2)cc1 (stereo not drawn)	-2.0
131	O=C(CN1CCNCC1)NCCc1nc2ccccc2c(=O)[nH]1	-18.5
132	Cc1ccc(-c2ccc(=O)n(Cc3ccccc3)n2)cc1	-4.9
133	Cc1nnc(NC(=O)CSc2nnc(NC(=O)c3cc([N+](=O)[O-])ccc3Cl)s2)s1	-2.9
